Bioassay records from PubChem.
DAGLB inh: blocks human DAGLB lipase activity; HEK293T DAGLB membrane lysate, EnzChek fluorogenic substrate; inhibition, % at 5.17 µM; hit rate 0.059% among 340,000; in the data active = inhibition above about 34%;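 note: 0% = enzyme with vehicle and 100% = wells lacking enzyme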
Keap1 Nrf2 FP: disrupts human Keap1 binding to Nrf2 peptide; Q14145; Keap1 Kelch-Nrf2 peptide fluorescence polarization, 1536-well; inhibition, % at 9.4 µM; hit rate 0.15% among 340,000; in the data active = inhibition above about 12%; inconclusive = no clear call, values can overlap the other calls; inactive = below about 7.3%;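 note: human Keap1 Kelch domain with fluorescein labeled Nrf2 9mer peptide probe; 0% = neutral control wells and 100% = peptide positive control; higher means more block of Keap1 binding to Nrf2 peptide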
CAL PDZ FP-1: inhibitors of human CAL PDZ peptide binding. Q9HD26. purified CAL PDZ, TMR-peptide fluorescence polarization, 1 h. inhibition, % at 24.9 µM. hit rate 0.92% among 300,000. AID 602252;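 active = mean inhibition of at least 30% with at least half of replicates also reaching 30%; inconclusive = no clear call, values can overlap the other calls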;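 note: 0% = DMSO neutral control and 100% = excess unlabeled competitor peptide PRC23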
cardiac RTF act: cardiac RTF calcium sensitization; P19429+P45379; IANBD-labeled TnC RTF fluorescence at EC20 calcium; 0% EC20 calcium, 100% full calcium; activation, % at 7.2 µM; hit rate 0.24% among 340,000; AID 493008;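 active = activation above the mean over all tested compounds plus 3 SD, cut at about 30% in these data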;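 note: rise in fluorescence read as greater calcium sensitivity of cardiac thin filaments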
CAL PDZ FP-2: inhibitors of human CAL PDZ peptide binding. Q9HD26. purified CAL PDZ, TMR-peptide fluorescence polarization, 1 h. hit rate 0.02% among 330,000. AID 504414. inhibition, % at 20 µM;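 active = highest replicate inhibition of at least 40%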;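 note: plate controls were DMSO neutral control wells for no effect and unlabeled competitor peptide control wells for full effect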
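Test system: purified CerCALP PDZ construct; Compound dosing: one concentration, 20 µM compound; Also added: TMR-labelled reporter peptide T*-PRC34 bound in PDZ groove; Read-out: inhibition from polarization loss; Controls: unlabelled peptide and DMSO controls; Signal: FP readout, S and P plane fluorescence; Incubation: 1 h at RT.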
Rtt109 HAT inh: inhibitors of Candida albicans Rtt109/Vps75 histone acetyltransferase; purified Rtt109/Vps75, ThioGlo CoA-SH fluorescence, 4 h; inhibition, % at 34.9 µM; hit rate 0.16% among 330,000; AID 540336;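 active = inhibition of at least 50% in every replicate; inconclusive = best replicate reaches 50% inhibition but some replicates fall short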
Target sequence (Q5AAJ8 whole entry, looked up): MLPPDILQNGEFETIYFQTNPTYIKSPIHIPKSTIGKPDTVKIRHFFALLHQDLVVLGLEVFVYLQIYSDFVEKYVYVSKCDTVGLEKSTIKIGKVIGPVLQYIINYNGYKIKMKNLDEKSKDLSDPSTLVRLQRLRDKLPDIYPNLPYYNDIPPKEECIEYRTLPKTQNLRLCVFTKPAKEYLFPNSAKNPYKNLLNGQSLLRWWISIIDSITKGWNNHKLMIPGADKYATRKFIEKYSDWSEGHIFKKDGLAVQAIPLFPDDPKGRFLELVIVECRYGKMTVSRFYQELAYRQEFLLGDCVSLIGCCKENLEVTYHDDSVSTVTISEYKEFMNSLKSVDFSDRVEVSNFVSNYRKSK
C-LANA FP: blocks KSHV LANA C-terminal domain binding to DNA; MBP-C-LANA/FAM-LBS DNA binding, fluorescence polarization; inhibition, % at 9 µM; hit rate 0.078% among 340,000;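 active = highest replicate inhibition at or above 60% at 9 µM, even if other replicates fall short; inactive = all replicates below 60% inhibition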;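 note: 0% = neutral control wells and 100% = 4 µM acridine orange control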
PKA-R2B activ: activates the human PKA-R2B holoenzyme complex. PKA-R2B holoenzyme dissociation, Cy5-IP20 fluorescence polarization; R2B truncated from residue 108, S112A mutant; 0% DMSO only, 100% 113 µM cGMP. activation, % at 11.4 µM. hit rate 0.079% among 340,000. AID 504700;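 active = activation above a cutoff set at the mean over all compounds plus 3 SD, cut at about 18% in these data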;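 note: higher means more holoenzyme dissociation and a rise in polarization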
Target sequence (P31323 whole entry, looked up, other chains not shown, the tested form may be a part): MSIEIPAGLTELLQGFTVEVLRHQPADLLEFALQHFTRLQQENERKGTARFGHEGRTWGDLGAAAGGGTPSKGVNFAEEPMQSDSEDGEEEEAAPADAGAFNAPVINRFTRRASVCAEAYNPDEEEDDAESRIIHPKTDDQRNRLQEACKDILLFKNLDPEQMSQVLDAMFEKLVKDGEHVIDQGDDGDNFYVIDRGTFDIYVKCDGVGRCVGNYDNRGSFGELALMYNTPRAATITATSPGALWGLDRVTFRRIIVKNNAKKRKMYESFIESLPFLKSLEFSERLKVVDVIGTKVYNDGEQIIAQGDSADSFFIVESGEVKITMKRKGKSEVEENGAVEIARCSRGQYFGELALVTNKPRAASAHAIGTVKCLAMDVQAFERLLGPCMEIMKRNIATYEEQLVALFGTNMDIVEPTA
SR-BI DiI-HDL act: activators of SR-BI mediated HDL lipid uptake; CHO ldlA[mSR-BI] cells, DiI-HDL uptake fluorescence, 3 h; 100 = double the neutral-control signal; activation, % at 12.5 µM; hit rate 0.096% among 320,000;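 active = mean replicate activation of at least 60% and every replicate at or above 60%; inconclusive = mean or all-replicate condition met, but not both; inactive = mean below 60% and not all replicates reaching 60%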;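 note: 0% = median plate neutral-control signal and 100% = twice that signal; values of inactives mirror those of a sister screen read the other way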
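Material: SR-BI-overexpressing, LDLR-lacking CHO cells | Dosing: Single compound concentration, delivered by pin transfer | Probe or stimulus: Labelled HDL, 10 µg/mL | Signal: Bottom-read cell fluorescence after medium removal, ex 550/em 595 nm | Schedule: 3 h, 37 °C | Evaluation: HDL uptake via cellular fluorescence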
Cardiac RTF inh: cardiac RTF calcium desensitization | P19429+P45379 | IANBD-labeled cardiac RTF, Ca2+ fluorescence | inhibition, % at 7.15 µM | hit rate 0.12% among 340,000;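 active = inhibition above the mean inhibition of all tested compounds plus 3 SD, cut at about 17% in these data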;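 note: assay run at fixed EC70 calcium of 1.6 mM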
Starred values were filed as active, the others as inactive; ? = inconclusive; · = not tested or not shown.

1	O=C(c1coc2ccc(O)cc12)C1CC1
2	CC(C)c1ccc(CSc2ccc(S(=O)(=O)N3CCOCC3)cn2)cc1
3	CCOC(=O)[C@@H]1[C@H]2COc3ccccc3[C@@H]2N2C(=O)N(c3cccc(F)c3)C(=O)[C@]12C
4	Fc1cccc(Cl)c1CSc1ccc(-c2ccco2)nn1
5	CCOC(=O)c1cnc2c(ccc3ccccc32)c1NCCN(C)C
6	CC(C)NC(=O)NC(=O)CSc1ccccc1F
7	COc1ccc(-c2ccc(CCC(=O)O)n2NC(=O)c2ccc(O)cc2)cc1
8	Cc1nc(SCc2ccccc2)c(C(F)(F)F)c(=O)[nH]1
screen / no.	1	2	3	4	5	6	7	8
DAGLB inh	-2	-7	-5	-8	-10	-2	-1	4
Keap1 Nrf2 FP	2	0	-1	-3	-7	-2	-1	-6
CAL PDZ FP-1	-4	·	-5	1	·	-4	·	-1
cardiac RTF act	0	-4	3	8	-2	-5	2	4
CAL PDZ FP-2	-0.5	-0.4	-1.4	-1.8	-3.3	-0.3	-1.2	-2.7
Rtt109 HAT inh	6	-1	17	4	27	-6	3	-2
C-LANA FP	0.9	0.6	-3.1	-1.0	-4.5	1.7	0.6	3.3
PKA-R2B activ	-1	-1	3	-14	5	2	12	2
SR-BI DiI-HDL act	4	14	5	4	-23	12	5	24
Cardiac RTF inh	2	3	-3	-1	3	-1	-14	1

9	CC(C)c1ccc(NC(=S)NC2CCN(Cc3ccccc3)CC2)cc1
10	O=C(Nc1nnc2n1CCS2)c1ccc(Br)o1
11	NC(=O)CC(NC(=O)Cc1ccc(Br)cc1)c1ccc(NCCN2CCCCC2)c([N+](=O)[O-])c1 (centres undefined)
12	Cc1[nH]c2ccc(F)cc2c1CCN1C(=O)OC(C)(C)C1(C)O (centres undefined)
13	COc1cc(/C=C2\COC/C(=C\c3cc(OC)c(OC)c(OC)c3)C2=O)cc(OC)c1OC
14	O=C(CN1CCSCC1)N/N=C/c1ccc(F)cc1
15	O=C1Nc2ccccc2O/C1=C\c1ccccc1Br
16	C=CCN(c1ccccc1)S(=O)(=O)c1ccc(Cl)c(C(=O)OCC(=O)N(C)C2CCS(=O)(=O)C2)c1 (centres undefined)
screen / no.	9	10	11	12	13	14	15	16
DAGLB inh	-1	1	2	-4	-10	-1	-2	-8
Keap1 Nrf2 FP	-9	3	-4	-4	-6	-3	-1	-4
CAL PDZ FP-1	0	-4	1	-4	-4	0	6	-3
cardiac RTF act	-8	2	4	3	1	-1	-3	6
CAL PDZ FP-2	-1.8	-2.0	-0.7	-2.4	0.4	-1.6	-2.1	18
Rtt109 HAT inh	5	-13	-4	5	13	2	-6	-12
C-LANA FP	1.0	-1.7	1.1	1.1	0.2	-1.5	-0.6	0.7
PKA-R2B activ	-4	6	10	4	2	-1	-7	-17
SR-BI DiI-HDL act	-2	16	23	·	-83	8	-21	3
Cardiac RTF inh	-1	-1	13	-4	-4	-1	-2	9

17	Cc1ccc(CN2CCNC(=O)C2CC(=O)N(C)CCc2cnn(C)c2)cc1 (centres undefined)
18	CCOC(=O)C1=C(CC)Nc2ccccc2N=C1NC(=O)c1ccc(OC)c(S(=O)(=O)N2CCCCC2C)c1 (centres undefined)
19	Cn1cc([N+](=O)[O-])c(C(=O)N(Cc2ccccc2)Cc2ccccc2)n1
20	Cc1ccc(NC(=O)Cn2nc(C(=O)O)c3ccccc3c2=O)cc1S(=O)(=O)N1CCCCCC1
21	CC1CCCN(S(=O)(=O)c2ccc3c(c2)c(=O)nc2ccc(Cl)cn23)C1 (centres undefined)
22	Cc1nc(N2CCN(c3ccccn3)CC2)c2c(C)c(C(=O)N3CCN(c4ccccc4F)CC3)sc2n1
23	CCCn1cc(S(=O)(=O)c2ccc(C)cc2)c(=O)c2cc(OC)ccc21
24	Cc1ccc(NC(=O)c2nc[nH]c2C(=O)N2CCOCC2)c(C(=O)c2ccccc2)c1
screen / no.	17	18	19	20	21	22	23	24
DAGLB inh	2	-2	-3	0	0	-10	2	-1
Keap1 Nrf2 FP	0	-1	0	-3	0	0	0	-1
CAL PDZ FP-1	4	·	1	1	7	-7	-5	-1
cardiac RTF act	-2	5	-2	3	-6	-3	0	-2
CAL PDZ FP-2	0.6	-1.3	0.3	0.3	-1.0	-1.0	-1.6	-1.1
Rtt109 HAT inh	-7	24	-2	6	-16	-5	13	9
C-LANA FP	-1.4	-2.2	4.2	-0.6	-0.5	0.3	-0.2	-0.2
PKA-R2B activ	8	-14	-8	2	-3	-15	8	-5
SR-BI DiI-HDL act	-4	-19	2	30	-3	6	1	-6
Cardiac RTF inh	-11	-3	-9	1	-3	2	-5	-3

25	CCOC(=O)N1CCN(C(=O)CSCC(=O)Nc2nc(-c3ccccc3)cs2)CC1
26	Cc1csc(SCc2c(C(=O)O)oc3ccccc23)n1
27	Cc1cc(C)cc(C(=O)Nc2c3c(nn2C(C)(C)C)CS(=O)(=O)C3)c1
28	CCc1ccc(NC(=O)CSc2nnc(Cc3cccn3C)n2-c2ccc(F)cc2)cc1
29	c1ccc(-c2csc(NC3=NCCCCC3)n2)cc1
30	O=[N+]([O-])c1nn(-c2ccccc2)n(O)c1=NCc1ccc2c(c1)OCO2
31	O=C(COc1ccccc1Cl)Nc1nc(-c2ccncc2)cs1
32	CCOc1ccc(OCCOCCOc2c(Cl)cccc2Cl)cc1
screen / no.	25	26	27	28	29	30	31	32
DAGLB inh	-2	2	2	0	-2	0	-4	-25
Keap1 Nrf2 FP	-6	-6	-5	-7	-1	4	-4	-1
CAL PDZ FP-1	1	-3	0	3	17	-6	-5	6
cardiac RTF act	7	-3	-8	0	7	2	0	6
CAL PDZ FP-2	-2.1	-1.9	-3.5	-0.1	-1.6	-0.5	11	-1.9
Rtt109 HAT inh	-3	-33	0	2	17	6	-2	7
C-LANA FP	-0.5	-0.2	-1.6	0.0	-0.4	-1.0	2.7	1.6
PKA-R2B activ	-2	-3	-11	4	-1	-4	7	1
SR-BI DiI-HDL act	-40	16	?	5	8	3	23	9
Cardiac RTF inh	-7	-5	4	-5	3	-16	-5	2

33	O=C(CCc1nc2ccccc2c(=O)[nH]1)NCc1ccccn1
34	CC(Oc1ccc(Cl)cc1)C(=O)NCC1CCCO1 (centres undefined)
35	CCCCN(CC(=O)NC(C)(C)C)C(=O)C(=O)Nc1ccc2c(c1)OCCO2
36	CC(C)(C)OC(=O)NCc1ccc(CNC(=O)c2nc[nH]c2C(=O)NCc2ccc(CNC(=O)OC(C)(C)C)cc2)cc1
37	FCCCOc1ccc(/C=N/OCc2ccc(Cl)cc2Cl)cc1
38	COCCCNC(=O)C1CCCN(S(=O)(=O)c2cccc3nsnc23)C1 (centres undefined)
39	COc1ccc(NC(=O)c2cc([N+](=O)[O-])ccc2N2CCCCC2)cc1OC
40	CCOC(=O)C1CCCN(C(=O)c2cn(CC)c3ccc(S(=O)(=O)N4CCCC4)cc3c2=O)C1 (centres undefined)
screen / no.	33	34	35	36	37	38	39	40
DAGLB inh	2	-3	-1	3	-9	1	-3	-1
Keap1 Nrf2 FP	-1	0	2	-2	4	3	-2	2
CAL PDZ FP-1	-1	·	·	-3	-6	3	·	-3
cardiac RTF act	-1	-4	1	-9	4	1	-4	-2
CAL PDZ FP-2	-0.9	-0.6	-1.2	-0.2	·	0.1	-0.1	0.3
Rtt109 HAT inh	2	6	-3	7	0	-3	-1	8
C-LANA FP	1.2	-1.3	-0.3	0.9	6.3	-0.3	-0.8	-0.1
PKA-R2B activ	-6	9	2	-6	-3	2	-1	-7
SR-BI DiI-HDL act	16	10	2	-57	-26	5	-71	2
Cardiac RTF inh	-3	7	-7	-6	-7	-13	-2	-2

41	Cc1[nH]n(-c2ccccc2)c(=O)c1C(=O)c1ccc([N+](=O)[O-])cc1
42	COc1ccc(NC(=O)CC2C(=O)N(CCc3ccccc3)C(=S)N2Cc2cccnc2)cc1 (centres undefined)
43	O=C(COC(=O)c1cnc(Cl)c(Cl)c1)NCc1ccco1
44	Fc1ccc(/C=N/Nc2ccccn2)cc1
45	CN(c1ccccc1)S(=O)(=O)c1cc(C(=O)N2CCN(c3ccccn3)CC2)ccc1Cl
46	O=C1c2ccccc2C(=O)c2cc(NC(=O)C3CC3)ccc21
47	COc1ccc(C(=O)c2oc3ccccc3c2N)cc1
48	COc1cccc(NC(=O)Cn2c3ccc(OC)cc3c3nc4n(c(=O)c32)CCS4)c1
screen / no.	41	42	43	44	45	46	47	48
DAGLB inh	3	2	-1	-1	-2	4	-2	0
Keap1 Nrf2 FP	-6	1	-4	5	-1	1	-2	-4
CAL PDZ FP-1	2	·	0	-2	-1	-6	·	-3
cardiac RTF act	0	4	1	-7	0	-5	0	-12
CAL PDZ FP-2	0.2	-2.7	0.2	-2.5	0.9	0.6	-0.6	-2.6
Rtt109 HAT inh	-3	11	0	·	3	-1	0	0
C-LANA FP	2.9	-0.8	2.4	6.1	-1.6	2.0	-0.3	0.4
PKA-R2B activ	5	5	-5	-6	-15	-6	6	2
SR-BI DiI-HDL act	2	-20	14	6	-20	-20	-56	4
Cardiac RTF inh	-5	-3	-3	-15	-11	-11	-4	-7

49	Cc1ccc(C)c(NC(=O)CN(C)C(=O)/C=C/c2ccco2)c1
50	C/C=C\C(=O)Nc1cccc(C2=NOC3(C2)C[C@@H](C(N)=O)N(C(=O)COc2ccc(Cl)cc2)C3)c1 (some centres undefined)
51	CCOC(=O)C1(CCCc2ccccc2)CCN(C(=O)C2CCCO2)CC1 (centres undefined)
52	CCCOC(=O)c1ccc(NC(=O)C(=O)NCC2CCCO2)cc1 (centres undefined)
screen / no.	49	50	51	52
DAGLB inh	1	1	-1	-1
Keap1 Nrf2 FP	-5	4	2	-2
CAL PDZ FP-1	-8	-3	·	1
cardiac RTF act	4	-3	0	2
CAL PDZ FP-2	0.2	-1.1	-1.0	-1.0
Rtt109 HAT inh	-1	5	8	·
C-LANA FP	1.5	1.0	0.2	26
PKA-R2B activ	-1	-9	-1	-5
SR-BI DiI-HDL act	-14	-40	-40	-17
Cardiac RTF inh	-10	-13	1	13

Structures listed so far containing bromine (3):
10	O=C(Nc1nnc2n1CCS2)c1ccc(Br)o1
11	NC(=O)CC(NC(=O)Cc1ccc(Br)cc1)c1ccc(NCCN2CCCCC2)c([N+](=O)[O-])c1 (centres undefined)
15	O=C1Nc2ccccc2O/C1=C\c1ccccc1Br
screen / no.	10	11	15
DAGLB inh	1	2	-2
Keap1 Nrf2 FP	3	-4	-1
CAL PDZ FP-1	-4	1	6
cardiac RTF act	2	4	-3
CAL PDZ FP-2	-2.0	-0.7	-2.1
Rtt109 HAT inh	-13	-4	-6
C-LANA FP	-1.7	1.1	-0.6
PKA-R2B activ	6	10	-7
SR-BI DiI-HDL act	16	23	-21
Cardiac RTF inh	-1	13	-2
